Giardia kill: Giardia lamblia killing; Giardia lamblia trophozoite viability; AID 540267; 340,000 tested, 0.15% active; activity change, % at 7.66 µM, hits read low; in the data active = activity change below about -80%; inconclusive = between about -30% and that limit;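 also: parasites exposed to compound for two days anaerobically before the ATP read; % is scaled to controls: 0 for no effect and ±100 for the full control effect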
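Media and compound were dispensed first, then trophozoites at 100 cells/well; plates sat 48 hrs at 37 deg C without oxygen before ATP luminescence reagent was added and read after 15-30 min at room temperature.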
PKM2 activator: increases activity of human pyruvate kinase M2 | 260,000 tested, 0.34% active | purified PKM2, Kinase-Glo ATP luminescence, activation; response scale: 0% is enzyme alone, no compound | Potency, µM (highest dose often 57.5 µM), for the others: at the highest dose activation, hits mostly activators | AID 1631; also: potency is read from the fitted curve at half-maximal effect; % is scaled to controls: 0 for no effect and ±100 for the full control effect; nearly all actives have a fitted effect of over 55% in size
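Kinase-Glo luminescence reports ATP generated from ADP (0.1 mM) and PEP (0.5 mM) by purified hPK-M2 after 1 h at room temperature, pH 7.2 imidazole buffer; intermediate enzyme activity allows detecting inhibitors and activators.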
FLuc counter: counter-screen for miR-21 project: firefly luciferase inhibitors or activators | P08659 | 360,000 tested, 6.9% active | Potency, µM (series often up to 57.5 µM), without a hit: at the highest dose activity change, negative = inhibition, most hits filed as inhibitors | purified FLuc, Km substrates, luminescence inhibition;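 also: potency is read from the fitted curve at half-maximal effect; plate controls were vehicle for no effect and reference inhibitor for full effect; nearly all actives have a fitted effect of over 55% in size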
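Purified P. pyralis luciferase, 10 nM final, with Km-level 10 uM D-luciferin and 10 uM ATP in 50 mM Tris acetate pH 7.5, 10 mM Mg acetate, 0.01% Tween-20, 0.05% BSA; 6-point qHTS titration about 60 µM downward; luminescence read.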
p53 reactivator: mutant p53 re-activation in reporter cells | H1299 p53-A138V BP100-luciferase reporter, luminescence, 24 h | Potency, µM (top dose mostly 92.2 µM), inactives show top-dose activity change, positive = activation, usual class: activators | 320,000 tested, 0.063% active | AID 504706; also: potency is read from the fitted curve at half-maximal effect; % of control where 0% means no effect; nearly all actives have a fitted effect of over 45% in size
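p53-null H1299 cells stably carrying temperature-sensitive p53-A138V and a BP100-luciferase reporter were pinned with compounds (4-point, 1:5 series) and held 24 hrs at 37 deg C. Luminescence was read 10 min after detection reagent.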
RORgamma inh: blocks mouse ROR gamma transcriptional activity; AID 2551; 310,000 tested, 5.4% active; Potency, µM (top dose mostly 53.6 µM), without a hit: at the highest dose activity change, negative = inhibition, actives largely listed as inhibitors; Drosophila S2 Gal4-RORgamma UAS-luciferase reporter, 20 h; P51450; also: potency is read from the fitted curve at half-maximal effect; % is scaled to controls: 0 for no effect and ±100 for the full control effect; nearly all actives have a fitted effect of over 60% in size
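Drosophila S2 cells stably expressing Gal4-DBD/mouse RORγ fusion under metallothionein promoter plus UAS-luciferase; compound 1 h, then 700 uM CuSO4 induction for 20 h at ambient temperature; inhibition read as reduced luminescence.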
NPC1 prom act: activators of NPC1 promoter; Potency, µM (series often up to 9.22 µM), inactives show at the highest dose activation, usual class: activators; Huh7 NPC1 promoter luciferase reporter, 24 h; AID 485313; 320,000 tested, 2.4% active;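 also: potency is read from the fitted curve at half-maximal effect; % of control where 0% means no effect; nearly all actives have a fitted effect of over 60% in size; reporter is driven by a mutant NPC1 promoter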
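Luminescence read-out of NPC1 promoter-driven luciferase in stably transfected Huh7 cells; compounds delivered in DMSO and left 24 h at 37C, 5% CO2, qHTS titration format.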
Menin-MLL TR inh: inhibitors of human menin-MLL interaction, mutant MLL peptide. O00255. Menin + Texas Red MLL mutant peptide, fluorescence polarization. Potency, µM (series often up to 61.6 µM), for inactives: at the highest dose FP activity change, negative = inhibition, usual class: inhibitors. 270,000 tested, 0.23% active; active = well fitted inhibition curve with a large enough effect in the polarisation, with a control signal flat, not every such curve was filed as active; inconclusive = small, poorly fitted or top-dose-only effect, or effect the other way, or a change in a side signal; inactive = no such curve, though single readings can be large or run the other way; the % refers to the polarisation; also: potency is read from the fitted curve at half-maximal effect; % of control where 0% means no effect; many of its hits are not listed in these tables
Target sequence (O00255 whole entry, looked up): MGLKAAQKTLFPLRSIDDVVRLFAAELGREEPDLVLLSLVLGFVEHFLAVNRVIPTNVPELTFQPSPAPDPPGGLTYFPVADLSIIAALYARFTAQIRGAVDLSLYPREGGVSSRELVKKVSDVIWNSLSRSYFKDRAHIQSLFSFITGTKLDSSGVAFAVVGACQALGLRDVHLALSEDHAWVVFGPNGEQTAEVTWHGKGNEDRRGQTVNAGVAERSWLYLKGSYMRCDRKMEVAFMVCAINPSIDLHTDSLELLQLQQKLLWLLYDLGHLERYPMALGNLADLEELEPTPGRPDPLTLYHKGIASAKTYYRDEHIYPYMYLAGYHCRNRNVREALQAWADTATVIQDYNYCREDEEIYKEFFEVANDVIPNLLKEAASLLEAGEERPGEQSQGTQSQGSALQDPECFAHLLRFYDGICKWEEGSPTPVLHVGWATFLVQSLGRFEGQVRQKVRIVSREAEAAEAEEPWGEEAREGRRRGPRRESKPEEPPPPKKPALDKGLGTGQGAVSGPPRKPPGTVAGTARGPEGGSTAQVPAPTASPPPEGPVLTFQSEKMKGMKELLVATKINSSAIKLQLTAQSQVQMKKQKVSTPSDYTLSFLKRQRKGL
Rab9 promoter act: activators of Rab9 promoter | Huh7 Rab9 promoter-luciferase reporter, luminescence, 24 h | Potency, µM (highest dose often 9.22 µM), without a hit: at the top dose activation, negative = inhibition, usual class: activators | AID 485297 | 320,000 tested, 2.8% active; also: potency is read from the fitted curve at half-maximal effect; % of control where 0% means no effect; nearly all actives have a fitted effect of over 60% in size
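Rab9 promoter-driven luciferase in stably transfected Huh7 cells; 1500 cells/well rested 2 h, exposed to compound in DMSO for 24 h at 37 °C, 5% CO2. Luminescence read 10 min after adding luciferase reagent at ambient temperature.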
ELG1 genotox: inducers of genotoxicity in HEK293T ELG1-luciferase cells | HEK293T ELG1-luciferase reporter, luminescence, 16 h | Potency, µM (series often up to 46 µM), without a hit: top-dose activity change, positive = activation, hits mostly activators | 330,000 tested, 1.3% active | AID 504466; also: potency is read from the fitted curve at half-maximal effect; % of control where 0% means no effect; nearly all actives have a fitted effect of over 60% in size
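HEK293T cells expressing luciferase-tagged ELG1 were exposed to compound or DMSO vehicle for 16 hr at 37 °C and 5% CO2. Luciferase activity was then measured with ONE-Glo after 30 min at room temperature.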
BRCA1 expr up: activators of BRCA1 expression | 380,000 tested, 1.1% active | MCF7-BRCA1-FFLuc reporter, luminescence, 48 h; response scale: scaled: vehicle 0%, 10 µM genistein 100% | Potency, µM (doses to about 46.1 µM), for the others: at the highest dose activation, most hits filed as activators; also: potency is read from the fitted curve at half-maximal effect; nearly all actives have a fitted effect of over 80% in size; some results filed as inactive show a strong effect at the top dose
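MCF7-BRCA1-FFLuc, 2000 cells/well; 2 h attach, 37 °C/5% CO2; compound 48 h; luciferase substrate 15 min; luminescence end-point. Norm. to genistein 10 microM max activation and DMSO; concentration-response curves fitted.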
VP16 counter: Gal4-VP16 reporter inhibition counter-screen; 310,000 tested, 3.5% active; AID 2546; Drosophila S2 Gal4-VP16 UAS-luciferase, luminescence, 20 h; Potency, µM (titrated, usually from 53.6 µM), inactives show at the highest dose activity, negative = inhibition, hits mostly inhibitors;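 also: Gal4-VP16 expression switched on by copper sulfate through the metallothionein promoter; potency is read from the fitted curve at half-maximal effect; % is scaled to controls: 0 for no effect and ±100 for the full control effect; nearly all actives have a fitted effect of over 50% in size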
* marks the source's active call; other numbers are inactive results; u = inconclusive; x = no result given; & = joins results of further samples; [ ] = remark or other dose. Unless noted, calls follow the shape of the dose curve; as a rule, active = well fitted curve in the direction sought with a large enough effect; inconclusive = small, poorly fitted or top-dose-only effect, or another doubt; inactive = no such curve, though single readings can be large; an effect the other way counts as inactive or inconclusive. Not all compounds are listed. The share of hits here may be higher or lower than overall.

SMILES	Giardia kill	PKM2 activator	FLuc counter	p53 reactivator	RORgamma inh	NPC1 prom act	Menin-MLL TR inh	Rab9 promoter act	ELG1 genotox	BRCA1 expr up	VP16 counter
CCc1nnc(NC(=O)CSc2nnc(CNc3ccc(Cl)cc3)o2)s1	15	-8%	8%	0%	u	2%	9%	4%	0%	-36%	-11%
COc1cc(C2c3c(oc4ccccc4c3=O)C(=O)N2CCN2CCOCC2)cc(OC)c1OC (configuration not stated)	2	-3%	-1%	2%	-21%	1%	-2%	1%	6%	-11%	0%
CCOC(=O)C1(CCc2ccccc2)CCN(C(=O)CN2CCOC2=O)CC1	-18	-2%	-3%	9%	21%	-3%	-9%	-2%	8%	0%	4%
CC(C)COC(=O)C(C)Nc1n[nH]c(=S)[nH]c1=O (configuration not stated)	-3	7%	-2%	2%	5%	-3%	1%	-3%	-5%	-1%	-7%
C=CCn1c(SC(C)C(=O)NC2CC2)nnc1-c1ccoc1C (configuration not stated)	7	x	2%	-2%	x	-4%	x	-4%	-6%	0%	x
COc1ccc(N2CCN(C(=O)c3cccc(NS(=O)(=O)c4cccc(F)c4)c3)CC2)cc1	-5	-1%	-7%	x	x	1%	-12%	-1%	3%	0%	x
Cc1c(Cl)cnc(NC(=O)COC(=O)C(NC(=O)c2ccco2)C(C)C)c1Cl (configuration not stated)	11	29%	-1%	9%	-11%	1%	1%	-7%	6%	-1%	4%
CCN(CC)CCNC(=O)c1cc2c(=O)n(CC)c3ccccc3c2s1	0	x	0%	0%	7%	-3%	-25%	-4%[1.84 µM]	u	-30%	2%
Cc1ccc(NC(=O)Cn2nc(C(=O)O)c3ccccc3c2=O)cc1S(=O)(=O)N1CCOCC1	5	x	3%	8%	x	-3%	x	-2%	5%	-1%	x
CCn1c(=N)n(CC(O)COc2ccc(C)cc2)c2ccccc21 (configuration not stated)	4	0%	-1%	8%	-1%	-5%	x	-7%	-11%	-24%	-3%
Cc1ccnc(NS(=O)(=O)c2ccc(NC(=O)C3CCCCC3)cc2)n1	0	-3%	2%	-6%	23%	-1%	8%	3%	0%	3%	-3%
CCOCCCN(C(=O)c1snc(C(N)=O)c1N)C(C(=O)NCCC(C)C)c1ccc(F)cc1 (configuration not stated)	0	4%	0%	10%	30%	1%	-1%	4%	-4%	-35%	-5%
O=C(Nc1cccc(Cl)c1)Nc1ccc(Br)cc1F	12	6%	-20%	12%	-66%	3%	u	1%	-1%	-65%	u
CCCN1CCN(C(=O)c2cc3c(s2)-c2ccccc2OC3)CC1	-4	-1%	7.6µM*	x	-12%	u	-5%	4µM*	15µM*	u	-1%
CCC(CC)C(=O)N=C1SC2CS(=O)(=O)CC2N1CCc1ccc(OC)c(OC)c1 (configuration not stated)	-2	0%	-1%	0%	-39%	-3%	x	-2%	1%	-21%	-3%
O=C(c1ccc(F)cc1F)N1CCN(c2ccccn2)CC1	17	2%	-3%	5%	13%	-2%	-7%	0%	-4%	37%	9%
CN(C)C(=O)CSc1cccc2cccnc12	-5	5%	3%	-8%	10µM*	-2%	10%	-3%	u	-43%	u
C[C@@H](CSc1ccc(Br)cc1)CN1CC[C@H](C(C)(C)C)CCC1=O	14	x	5%	5%	x	-2%	x	-4%	-4%	-27%	x
CN(C)C(=O)CSC1c2ccccc2C(=O)N1c1ccccc1 (configuration not stated)	33[activator]	23%	-1%	-4%	-21%	-3%	x	-4%	2%	-5%	3%
Cc1cccc(NC(=O)c2cccc(NC3=NC4CS(=O)(=O)CC4S3)c2)c1 (configuration not stated)	-20	-3%	-6%	4%	-3%	-4%	10%	2%	-3%	-1%	3%
Cc1nn(-c2ccccc2)c(Cl)c1/C=C1\SC(=S)NC1=O	-5	-18%	-19%	10%	u	-5%	x	0%	-12%	-5%	-5%
Cc1cccc(S(=O)(=O)C(C#N)c2nc3ccccc3nc2N2CCOCC2)c1 (configuration not stated)	-24	1%	5%	-6%	4%	8%	u	-1%	-5%	-18%	3%
COc1ccc(N=C2NC(=O)C(CO)(CO)S2)cc1	-14	0%	0%	x	-38%	0%	0%	1%	3%	0%	-1%
O=C(CN1C(=O)/C(=C/c2ccc(F)cc2)SC1=S)NC1CCS(=O)(=O)C1 (configuration not stated)	-2	x	-6%	-1%	11%	-1%	21%	11%	0%[9.26 µM]	11%	-16%
COCCn1c(SCC(=O)Nc2cccc(S(N)(=O)=O)c2)nc2ccccc21	-10	-3%	1%	0%	4%	0%	3%	-3%	-1%	-1%	0%
Cc1c(Cl)cccc1NC(=O)CNC(=O)C1CCN(C(=O)Nc2ccccc2)CC1	7	x	-3%	18%	x	-2%	x	3%	-1%	-6%	x
CCCCN1CCc2c([nH]c3ccccc23)C1=O	-10	-4%	-3%[2.3 µM]	22%	23%	u	-11%	2.5µM*	u	84%	8%
COc1ccc(-c2csc(NC(=O)c3cc(=O)c4ccccc4o3)n2)cc1OC	-19	0%	-8%	0%	2%	-5%	17%	-4%	-13%	10%	-6%
COc1ccccc1-c1nnc(SC/C(O)=C(\C#N)c2nc3ccccc3[nH]2)n1C1CCCCC1	16	-21%	u	6%	7.1µM*	-1%	6%	-1%	-1%	-35%	11µM*
C=C(C)C1CC=C(CN2CCC(C(=O)OCC)CC2)CC1 (configuration not stated)	-15	0%	2%	7%	18%	0%	-3%	-7%	2%	10%	-3%
CCn1c(=O)cc(SCC(=O)N2CCN(c3ccccc3F)CC2)c2ccccc21	17	5%	-2%&7%	-14%	9%	0%	-1%	-3%	0%	-22%	-1%
COc1cc(C2C(C#N)=C(N)OC3=C2C(=O)CCC3)c([N+](=O)[O-])cc1OC (configuration not stated)	-3	15%	-9%	5%	-10%	-2%	-21%	13%	-1%	0%	1%
Cn1c(SCC(=O)N2CCCCCC2)nnc1-c1ccco1	-19	x	1%	7%	-10%	3%	5%	2%	4%	6%	-20%
Cn1c(-c2ccc(F)cc2)cnc1NCc1ccccc1	-3	-16%	-18%	28%	-31%	0%	-9%	-3%	x	-35%	-1%
O=C(CCCc1cccs1)Nc1nccs1	-3	-13%	-17%	-1%	-38%	4%	10%	15%	1%	39%	9%
C=CCOC(=O)N1CCN(c2cccc(C(F)(F)F)c2)CC1	-3	-2%	-3%	-2%	10%	-2%	1%	u	-1%	-1%	1%
C/C=C\C=C/C(=O)Nc1cccc(C2=NOC3(C2)C[C@@H](C(N)=O)N(C(=O)c2ccc(Cl)cc2)C3)c1 (some centres not stated)	28	u	15µM*	3%	2%	3%	x	9%	3%	0%	5%
COc1ccc(/C=N/N2C(C)CCCC2C)cc1O (configuration not stated)	-10	x	-7%	17%	9%	1%	6%	7%[1.84 µM]	3%	7%	-7%
O=C1NCCCC1C(=O)N/N=C/c1cc([N+](=O)[O-])ccc1O (configuration not stated)	10	-4%	0%	7%	-42%	-3%	x	u	0%	0%	-9%
CCOc1cc(N2CCOCC2)c(OCC)cc1NC(=O)CCS(=O)(=O)c1ccc(Cl)cc1	-12	0%	5%	-4%	2%	-1%	2%	-5%	-14%	-28%	4%
Cc1ccc(NC(=O)CNc2cc(S(=O)(=O)N3CCOCC3)ccc2NCC2CCCO2)cc1F (configuration not stated)	-7	-2%	-3%	-2%	u	-2%	x	0%	-1%	-15%	10%
O=C(/C=C/c1ccccc1)N/C(=C/c1ccccc1)C(=O)Nc1ccc(C(=O)O)cc1	-10	-3%	u	-2%	-9%	-1%	16%	1%	0%	-15%	1%
CC1CCCN(C2(O)C(=O)Nc3c(C(F)(F)F)cccc32)C1 (configuration not stated)	10	x	-2%	3%	8%	1%	-8%	-4%	-1%	10%	14%
CC(C)NC(=O)/C(=N\O)c1ccccc1	-2	-4%	5%	18%	16%	-6%	-20%	10%	3%	6%	0%
O=C(Cn1c(=S)[nH]c2ccccc2c1=O)N1CCN(c2ccccc2)CC1	-4	1%	0%	3%	-13%	0%	4%	1%	0%	5%	5%
Cc1ccc(C)c(NC(=O)CN(C)C(=O)c2ccccc2OCc2c(C)noc2C)c1	-18	x	2%	-12%	x	-2%	x	-1%	1%	-14%	x
